Screening data as filed in PubChem BioAssay.
ERa SRC1 pot: ER-alpha (human) coactivator binding potentiation. P03372. TR-FRET ERalpha-LBD/SRC-Cy5 coactivator binding, 2 h; 100 = basal binding, no effect. coactivator binding (% of control), % at 25.6 µM. 1.3% of 86,000 active; in the data active means activity above about 200%;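 further: binding measured in presence of low estradiol as agonist stimulus; 0% = peptide alone without receptor and 100% = receptor with peptide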
Target sequence (P03372 whole entry, looked up, the tested form may be a part): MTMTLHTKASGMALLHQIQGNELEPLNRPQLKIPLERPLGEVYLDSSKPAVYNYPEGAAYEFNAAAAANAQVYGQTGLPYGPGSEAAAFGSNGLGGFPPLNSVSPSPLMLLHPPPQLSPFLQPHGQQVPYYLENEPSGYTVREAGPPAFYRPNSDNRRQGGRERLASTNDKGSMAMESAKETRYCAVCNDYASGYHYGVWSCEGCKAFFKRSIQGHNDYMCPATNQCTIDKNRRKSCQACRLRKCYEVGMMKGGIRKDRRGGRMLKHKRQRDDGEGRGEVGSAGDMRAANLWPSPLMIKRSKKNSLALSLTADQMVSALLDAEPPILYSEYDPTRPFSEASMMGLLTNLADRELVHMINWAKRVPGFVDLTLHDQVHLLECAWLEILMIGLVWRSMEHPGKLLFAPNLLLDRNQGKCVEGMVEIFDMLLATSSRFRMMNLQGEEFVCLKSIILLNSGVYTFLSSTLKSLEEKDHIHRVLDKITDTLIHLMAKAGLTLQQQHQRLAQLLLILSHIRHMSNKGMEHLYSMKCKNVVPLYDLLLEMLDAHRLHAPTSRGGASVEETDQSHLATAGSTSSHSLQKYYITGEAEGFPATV
CD11b adhes inh: blocks human CD11b/CD18 adhesion to fibrinogen. K562 CD11b/CD18 adhesion to fibrinogen, ATPlite luminescence; Mn2+ added to activate the integrin. 0.54% of 93,000 active. inhibition, % at 10 µM. P05107+P11215;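 active means primary inhibition of 50% or more at 10 µM, then 40% or more on retest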; further: some results filed as inactive read as strong as hits
Calb biofilm kill: kills Candida albicans biofilms. C. albicans biofilm + clotrimazole, Alamar Blue. inhibition, % at 6 µM. 0.14% of 85,000 active. AID 834;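 active means inhibition above 20%; inactive means inhibition below 20%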;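 further: preformed 24 hr biofilms exposed to compound for 48 hr; 0% = biofilm without compound and 100% = blank killed by clotrimazole plus chlorhexidine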
sEH act: soluble epoxide hydrolase (human) activation; P34913; purified human sEH enzymatic activity, activator screen; activation, % at 2 µM; 0.04% of 91,000 active; AID 717; in the data active means activation above about 37%; further: values of inactives mirror those of a sister screen read the other way
Smad3 inh: Smad3 (human) transcription factor binding inhibition; P84022; TR-FRET Smad3/Dy647-FoxH1 peptide binding, europium anti-His; inhibition, % at 25 µM; 0.29% of 88,000 active; AID 630;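 active means compounds that reduce the energy-transfer binding signal between the protein and its labelled peptide by more than half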;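 further: 0% = Smad3 plus labelled peptide maximal FRET and 100% = peptide-only background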
Target sequence (P84022 whole entry, looked up): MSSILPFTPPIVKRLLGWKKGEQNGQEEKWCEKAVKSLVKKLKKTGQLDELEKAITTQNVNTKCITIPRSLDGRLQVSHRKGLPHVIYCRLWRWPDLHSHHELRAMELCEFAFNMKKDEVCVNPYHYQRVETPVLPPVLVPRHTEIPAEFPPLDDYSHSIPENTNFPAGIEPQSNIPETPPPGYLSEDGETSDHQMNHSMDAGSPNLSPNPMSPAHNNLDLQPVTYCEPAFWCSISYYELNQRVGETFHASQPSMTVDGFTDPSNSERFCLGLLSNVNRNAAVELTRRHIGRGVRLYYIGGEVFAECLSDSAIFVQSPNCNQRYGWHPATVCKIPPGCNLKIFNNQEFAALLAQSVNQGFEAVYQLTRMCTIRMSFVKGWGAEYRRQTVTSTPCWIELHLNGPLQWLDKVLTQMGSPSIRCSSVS
MT1-MMP txn act: MT1-MMP promoter transcription activation; HT1080 MT1-MMP promoter luciferase reporter, luminescence, overnight; hits give high values; activation factor at 10 µM; 0.16% of 86,000 active; AID 750;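 active means activation factor of at least 2 for MT1-MMP transcription at 10 µM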
Mac1 fbg enh: enhancers of human CD11b/CD18 binding to fibrinogen | P05107+P11215 | K562 CD11b/CD18 adhesion to fibrinogen, ATPlite luminescence | activation, % at 10 µM | 0.07% of 93,000 active | AID 1499;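 active means 10 µM primary screen giving 50% or more activity, confirmed by 40% or more on retest at that dose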; further: strong numbers were not always called active; reference of the scale not given here
ERb coact inh: ER-beta (human) coactivator binding inhibition. TR-FRET ER-beta LBD / SRC1-Cy5 peptide binding; receptor agonist-loaded with 1 µM estradiol. inhibition, % at 25.6 µM. 1.3% of 86,000 active. AID 633;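 active means compounds whose percent inhibition of the receptor-coactivator binding signal exceeds about 50% in the single-dose screen, limit read from the data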;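 further: 0% = receptor plus peptide wells without compound and 100% = peptide-only wells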
sEH inh: blocks human soluble epoxide hydrolase activity | 0.34% of 91,000 active | P34913 | recombinant human sEH enzymatic activity assay | inhibition, % at 2 µM; in the data active means inhibition above about 80%; further: values of inactives mirror those of a sister screen read the other way; many of its hits are not listed in these tables
Active calls of the source: *; x = not tested or not shown; [ ] = another dose, or the depositor's remark.

SMILES	ERa SRC1 pot	CD11b adhes inh	Calb biofilm kill	sEH act	Smad3 inh	MT1-MMP txn act	Mac1 fbg enh	ERb coact inh	sEH inh
OCCNc1nc(-c2ccccc2)c2ccccc2n1	133.7	-2.4	5.1	4.0	4.5	1	-0.2	3.0	-4.3
Cc1cc(Cl)c(S(=O)(=O)N2CCN(c3ccc(F)cc3)CC2)cc1OCC(=O)NC1CCCCC1	91.6	94.2*	5.7	3.6	3.2	1.2	-6.4	0.8	-1.6
Cc1ccc(C23OC(=O)C(C)(C)C2OC(=O)C3(C)C)cc1 (stereo unspecified)	x	-16.8	x	2.7	x	x	-2.8	x	-2.2
Cc1ccc(C)c(NC(=O)C(C)CC2COCCO2)c1 (stereo unspecified)	x	8.6	x	-5.4	x	x	36.5	x	5.3
CC(=O)Nc1ccc(C(=O)Nc2ccc(S(=O)(=O)N3CCCC3)cc2)cc1	102.8	-0.8	-8.4	x	2.7	1.2	2.4	-0.7	x
COc1cc(NC(=O)c2cccs2)ccc1NC(=O)c1ccco1	112.9[fluorescence artefact?]	-54.5	4.5	-4.4	-1.9	1.3	1.7	-24.0	4.7
CCOC(=O)CN(Cc1ccc(OC)c(OC)c1)S(=O)(=O)c1ccc(OC)cc1	114.4	1.4	-0.5	3.0	3.3	1.3	-2.1	-3.6	-6.1
CCc1ccc(C(=O)Nc2nnn(CC)n2)cc1	91.3	21.3	0.0	2.7	-4.7	0.9	-2.4	4.5	-2.6
CN1CCN(S(=O)(=O)c2ccc(-c3ccc(Cl)cc3)cc2)CC1	124.2	-3.6	1.5	-3.8	2.4	1	-5.3	-113.1[fluorescence artefact?]	2.0
Cn1nnc(NC(=O)c2cccc(OCc3ccccc3)c2)n1	90.8	-7.9	-2.6	9.5	-9.4	1	-2.4	5.3	-8.1
CC1(C)CC(=O)c2sc(NC(=O)CN3CCCCC3)nc2C1	102.8	0.2	5.8	2.0	3.3	1.2	0.7	-3.2	-0.8
CCOC(=O)C(CC)/C(C)=N/NC(=O)c1ccc([N+](=O)[O-])cc1 (stereo unspecified)	x	-12.4	x	-2.9	x	x	1.8	x	5.8
CSc1ccc(CN2CCC(O)CC2)cc1	124.5	x	4.0	-4.7	5.0[fluorescence artefact?]	x	x	-8.8	2.3
COc1cccc2c(=O)c(SC(F)(F)C(F)C(F)(F)F)c(C)[nH]c12 (stereo unspecified)	118.1	-1.3	5.8	x	5.6	1.6	-5.3	-2.0	x
COc1ccc(S(=O)(=O)NCCC(=O)NCc2cccs2)cc1	109.8	3.5	4.7	x	16.5	1	1.1	-22.2	x
COC(=O)C1=C(C)NC2=C(C(=O)CCC2)C1c1ccsc1 (stereo unspecified)	121.8[fluorescence artefact?]	-5.9	x	-5.0	-8.9	1	-2.3	-0.2	5.5
O=C(CSc1ncn[nH]1)N1CCN(S(=O)(=O)c2ccccc2)CC1	110.8	-35.1	9.3	-7.2	13.3[fluorescence artefact?]	1	-5.9	-0.4	6.1
Cc1cc(C)nc(NC(=O)c2c(-c3c(Cl)cccc3Cl)noc2C)n1	109.3	-22.2	0.3	19.6	-1.4	1.1	0.2	1.3	-21.3
Cc1ccc2[nH]c3c(=O)n(CCCN4CCN(C)CC4)cnc3c2c1	99.1	-39.1	8.8	x	0.7	1.2	-2.3	-7.1	x
Cc1ccccc1CSCC(=O)c1c(N)n(C)c(=O)n(C)c1=O	96.8	-11.0	11.5	11.7	-9.0	1.2	9.6	-5.2[fluorescence artefact?]	-13.0
CC(=O)OCCCCON1C(=O)c2ccccc2C1=O	105.7	0.8	4.9	19.5	3.2	1.1	-5.0	-0.9	-15.9
CCc1nnc(NC(=O)CN2CCN(c3cccc(OC)c3)CC2)s1	105.8	x	2.3	-7.3	10.1	1.1	x	-18.7	10.3
COc1ccc(S(=O)(=O)N2CCN(C)CC2)cc1C	99.6	-7.5	9.1	-5.4	1.9	1.1	-3.3	-8.8[fluorescence artefact?]	4.6
Cn1c(SCC(=O)n2c3c(c4ccccc42)CCCC3)nnc1-c1ccccc1	190.1[fluorescence artefact?]	13.1	5.5	15.9	-4.4	1.1	-3.4	-3.1	-18.1
CCC(=O)NCCn1c(C)cc2ccccc21	79.9	-1.4	6.7	-7.7	-1.1	0.9	-1.9	-1.8	7.0

(cont.)
SMILES	ERa SRC1 pot	CD11b adhes inh	Calb biofilm kill	sEH act	Smad3 inh	MT1-MMP txn act	Mac1 fbg enh	ERb coact inh	sEH inh
O=C(Nn1c(O)c(C=C2N=c3ccccc3=N2)sc1=S)c1cccc(Cl)c1	x	28.8	x	-8.9	x	x	-4.3	x	11.8
COC(=O)c1sccc1NC(=O)/C=C\c1ccc(Cl)cc1Cl	x	-6.3	x	-8.6	x	x	-0.2	x	7.0
Cc1ccc2cc(CN(Cc3ccco3)C(=O)NCc3ccccc3)c(=O)[nH]c2c1C	128.5	0.8	6.1	-53.4	5.4	1.6	2.0	4.5	53.8
CCC(=O)Nc1ccc(C(=O)OCC(=O)c2ccc(C)c([N+](=O)[O-])c2)cc1	x	21.7	x	-8.0	x	x	-0.2	x	7.3
CN(C)CCOC(=O)C1(c2ccccc2)CCCC1	97.1	-3.8	0.4	12.9	-4.8	1	-1.1	-8.5	-13.1
Cc1cc(C)nc(N(C#N)Cc2ccccc2Cl)n1	101.0	3.4	5.8	-10.9	1.8	1	0.9	-9.0	10.1
CC(=O)N(Cc1cccs1)C1CCOC(C)(C)C1 (stereo unspecified)	96.0	2.7	-1.0	6.1	-5.8	1.1	5.3	11.6	-4.8
COC(=O)C(C)N(C(=O)c1cccc2ccccc12)c1c(C)cccc1C (stereo unspecified)	96.2	5.2	6.1	31.2	1.5[fluorescence artefact?]	1.1	-1.5	1.6	-33.9
O=C(O)CCNS(=O)(=O)c1ccc2c(c1)Cc1ccccc1-2	109.5[fluorescence artefact?]	3.6	5.3	-2.0	2.2	1.1	5.1	-6.9	2.3
COc1cccc(NC(=O)CSc2ncnc3c2cnn3Cc2ccccc2)c1	112.4	-1.3	6.3	-3.5	-2.3	1	0.3	-2.3	5.3
Cc1ccc(S(=O)(=O)N(C)CC(=O)N2CCc3ccccc32)cc1	98.5	-14.1	-1.8	-11.4	-5.3	1.4	1.2	3.3	11.5
Cc1ccnc(SCC(=O)O)n1	112.5	-13.9	4.4	-4.3	1.4	1.2	0.6	-4.5[fluorescence artefact?]	5.5
O=C(c1cccc(-c2nnc(-c3ccccc3)o2)c1)N1CCCCC1	104.0	-11.6	4.8	-1.6	6.4	1.5	4.2	-11.6[fluorescence artefact?]	5.3
Cc1onc(-c2ccccc2)c1C(=O)Nc1nnc(N2CCCCCC2)s1	103.2[fluorescence artefact?]	32.9	-4.4	x	-13.7	1.1	-3.9	8.8[fluorescence artefact?]	x
Cc1cc(OCC(=O)Nc2ccc(S(=O)(=O)N3CCN(C)CC3)cc2)ccc1Cl	86.4[fluorescence artefact?]	x	-3.0	-9.7	-24.9	1.2	x	21.7	11.9
CCOc1ccc(-c2nnc(NC(=O)c3ccc(OCC(C)C)c(OC)c3)o2)cc1	113.1	x	0.9	x	-36.1	1.3	x	17.1	x
COc1ccc(OC)c(NC(=O)Cn2c(=O)oc3ccccc32)c1	125.1	-6.2	3.8	x	-1.2	1	-2.9	-7.4	x
Cc1cc(C)n(-c2nc(SCCN(C)C)c3c4c(sc3n2)CCCC4)n1	86.7	38.5	4.5	2.8	15.9	1.3	-5.9	-14.9[fluorescence artefact?]	-1.6
CCOC(=O)c1c(C)[nH]c(C(=O)COC(=O)c2oc3ccc(OC)cc3c2C)c1C	70.5[fluorescence artefact?]	-3.6	10.3	x	8.4[fluorescence artefact?]	1.2	-3.3	6.5[fluorescence artefact?]	x
COc1ccc(-n2c3c(cc(C(=O)NC4CCSC4=O)c2=O)C(=O)CC(C)(C)C3)cc1 (stereo unspecified)	104.6[fluorescence artefact?]	1.9	1.1	-8.6	2.9[fluorescence artefact?]	1.1	-7.5	1.5	9.9
Nc1nc2ccc(S(=O)(=O)c3ccc4nc(N)sc4c3)cc2s1	92.0[fluorescence artefact?]	7.2	5.7	-8.2	11.2[fluorescence artefact?]	1.1	-2.3	-7.7	8.2
CCCc1cc(-n2ccnc2C)n2c(nc3ccccc32)c1C#N	95.0	x	8.4	x	-4.8	1	x	22.6	x
CCN(CCCNC(=O)CN1C(=O)COc2ccccc21)c1cccc(C)c1	97.4	-15.3	7.1	-18.7	-3.2	x	2.5	3.0	19.9
O=C1c2ccccc2C(=O)N1CCCc1nc(-c2ccncc2)no1	105.9	-6.4	4.9	-8.3	0.2	1.2	5.4	-6.7	7.9
Cn1nc(-c2ccc(C(=O)Nc3cccc(Cl)c3)cc2)c2ccccc2c1=O	260.5*	4.8	2.6	-20.4	-112.1[fluorescence artefact?]	1	3.9	8.8	18.5

Brought forward from above: five entries; new compounds follow.
SMILES	ERa SRC1 pot	CD11b adhes inh	Calb biofilm kill	sEH act	Smad3 inh	MT1-MMP txn act	Mac1 fbg enh	ERb coact inh	sEH inh
Nc1nc2ccc(S(=O)(=O)c3ccc4nc(N)sc4c3)cc2s1	92.0[fluorescence artefact?]	7.2	5.7	-8.2	11.2[fluorescence artefact?]	1.1	-2.3	-7.7	8.2
CCCc1cc(-n2ccnc2C)n2c(nc3ccccc32)c1C#N	95.0	x	8.4	x	-4.8	1	x	22.6	x
CCN(CCCNC(=O)CN1C(=O)COc2ccccc21)c1cccc(C)c1	97.4	-15.3	7.1	-18.7	-3.2	x	2.5	3.0	19.9
O=C1c2ccccc2C(=O)N1CCCc1nc(-c2ccncc2)no1	105.9	-6.4	4.9	-8.3	0.2	1.2	5.4	-6.7	7.9
Cn1nc(-c2ccc(C(=O)Nc3cccc(Cl)c3)cc2)c2ccccc2c1=O	260.5*	4.8	2.6	-20.4	-112.1[fluorescence artefact?]	1	3.9	8.8	18.5
Cn1nnnc1SCC(=O)N1CCN(Cc2ccccc2)CC1	91.8	-4.8	4.4	x	-10.7	1.2	-3.5	-10.3	x
CCOC(=O)N1CCN(CC(=O)Nc2cccc(Br)c2)CC1	97.7	-29.9	1.7	-8.7	13.8	1.2	-2.9	-5.9	9.9
COc1ccccc1N(CC(=O)NCC1CCCO1)C(=O)CNS(=O)(=O)c1ccc(C)cc1 (stereo unspecified)	97.6	x	6.1	17.6	-10.3	1.2	x	-9.1	-18.9
Cc1nnc(NC(=O)C2(c3ccccc3)CCOCC2)s1	137.3[fluorescence artefact?]	-33.1	3.2	3.8	3.4[fluorescence artefact?]	1.1	-1.9	-5.0	-2.4
CC(C)(C)c1cc(C(=O)Nc2ccccc2)ccn1	119.9	x	6.0	-10.4	5.3	1.2	x	-6.8[fluorescence artefact?]	13.3
Cc1ccc(NC2=C(Cl)C(=O)OC2OC(=O)c2ccco2)c(C)c1 (stereo unspecified)	109.5	x	3.1	0.7	-21.0	1.2	x	7.1	1.6
CCNc1nc(NCC)nc(SCCOC(=O)COc2ccc(Cl)cc2Cl)n1	94.9	-10.7	6.8	8.4	7.0	x	0.6	-7.8	-6.0
CCOC(=O)c1ccc(OCC(=O)c2ccc(O)cc2O)cc1	97.3	14.5	4.0	11.3	3.1	1	1.0	4.1	-13.0
Cn1ncc(Br)c1C(=O)Nc1ccc(Cl)cn1	136.7	-33.5	6.4	x	-3.7[fluorescence artefact?]	1.1	-4.0	2.6	x
O=C(Nc1ccccc1)N1CCN(c2ccccn2)CC1	115.8	-4.2	8.8	-11.0	-1.7	1.1	-0.1	8.6	8.5
COc1ccc(Cn2c(CCC(=O)Nc3ccc(C)c(C)c3)nc3cccnc32)cc1	91.0[fluorescence artefact?]	13.3	3.3	-6.5	-1.5	1.2	4.2	19.9	8.6
O=C(CN1CCN(Cc2ccccc2F)C1=O)NCc1ccco1	92.0	-5.0	8.6	1.6	3.9	1.2	-1.2	-0.5	-4.5
CCOc1ccc(C2C(C#N)=C(N)SC(N)=C2C#N)c(OCC)c1	x	-1.9	x	-7.3	x	1.2	-1.5	x	8.7

This is a subset; rates above refer to the full screens.
